Assay outcomes (PubChem BioAssay)
NPY-Y1 antag = blocks the human neuropeptide Y Y1 receptor | HEK293-CNG Y1 cells, membrane potential fluorescence; NPY at EC95, then isoproterenol | actives 1% (n = 200,000) | AID 1040 | inhibition, % at 3.6 µM;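 active = inhibition above the campaign mean inhibition of all tested compounds plus 3 SD, cut at about 20% in these data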;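 also: 0% = DMSO wells given NPY plus isoproterenol and 100% = isoproterenol alone without NPY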
Target sequence (P25929 whole entry, looked up): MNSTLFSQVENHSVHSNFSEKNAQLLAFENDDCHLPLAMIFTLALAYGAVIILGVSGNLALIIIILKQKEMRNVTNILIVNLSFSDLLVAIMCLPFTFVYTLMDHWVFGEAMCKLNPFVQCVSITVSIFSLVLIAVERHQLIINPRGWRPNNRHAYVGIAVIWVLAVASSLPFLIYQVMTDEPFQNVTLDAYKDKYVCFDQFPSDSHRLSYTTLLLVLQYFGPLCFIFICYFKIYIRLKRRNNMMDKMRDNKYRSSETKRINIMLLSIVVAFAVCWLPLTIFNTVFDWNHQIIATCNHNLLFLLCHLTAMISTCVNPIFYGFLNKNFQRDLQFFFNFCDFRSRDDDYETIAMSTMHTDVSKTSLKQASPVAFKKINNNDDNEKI
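Test system: HEK293 cells co-expressing NPY Y1 receptor and cyclic-nucleotide gated channel; Also added: NPY (25 nM), isoproterenol (1 µM), Ro 20-1724 (25 µM); Compound dosing: one concentration, 3.6 µM, in 0.4% DMSO; Timing: dye 3 h, compound 60 min room temperature, stimulation 45 min; Technique: Membrane-potential fluorescent dye readout.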
EP2 antag = blocks the human prostaglandin E2 receptor EP2. P43116. AID 1422. inhibition, % at 25 µM. actives 0.52% (n = 260,000). C6 glioma cells expressing human EP2, cAMP TR-FRET; cells stimulated with saturating PGE2;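 active = percent inhibition above 40 after rounding to a whole number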;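 also: rat C6 glioma host cells with rolipram phosphodiesterase inhibitor present; the protocol text gives 20 µM as final concentration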
Target sequence (P43116 whole entry, looked up): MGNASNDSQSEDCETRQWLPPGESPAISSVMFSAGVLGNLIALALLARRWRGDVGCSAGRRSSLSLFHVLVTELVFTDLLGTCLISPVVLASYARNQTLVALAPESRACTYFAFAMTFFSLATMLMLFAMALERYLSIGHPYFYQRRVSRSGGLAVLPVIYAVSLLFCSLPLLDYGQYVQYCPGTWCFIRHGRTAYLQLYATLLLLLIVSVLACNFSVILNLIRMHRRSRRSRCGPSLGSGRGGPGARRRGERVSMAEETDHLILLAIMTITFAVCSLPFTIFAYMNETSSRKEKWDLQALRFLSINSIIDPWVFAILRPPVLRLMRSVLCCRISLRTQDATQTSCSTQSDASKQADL
TRPML3 ag = activates the human TRPML3 channel | Q8TDD5 | HEK293 TRPML3-YFP, Fluo-8 calcium fluorescence; 100% = the carbachol control signal | activation, % at 3 µM | actives 0.29% (n = 220,000) | AID 1448;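 active = activation above its plate's cutoff, the mean activation of the plate's test wells plus 3 SD, cut at about 12% in these data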;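 also: 0% = DMSO only wells and 100% = carbachol wells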
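system = HEK293 cells stably carrying human TRPML3-YFP | doses = one concentration, 3 µM nominal, 0.3% DMSO | timing = dye loading 1 h 37 °C then 30 min ambient, 125 s read | detection = Fluo-8 calcium dye fluorescence, ex 470-495, em 515-575 nm | benchmarks = high control carbachol 87 µM, low control DMSO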
EP2 modulator = modulators of human EP2 prostaglandin E2 receptor | EP2-expressing cells, cAMP HTRF FRET, PGE2 co-stimulation | induction, % at 25 µM | P43116 | actives 0.83% (n = 260,000);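 active = compounds whose cAMP rise, as percent of the full-agonist control response, exceeds 60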;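 also: rat C6 glioma line stably carrying human EP2 under a CMV promoter; the protocol text gives 20 µM as final concentration; 100% = response of wells given 1 µM PGE2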
zfTRPN1 agonist = agonists of zebrafish TRPN1 channel | actives 0.18% (n = 220,000) | activation, % at 3 µM | HEK293 zebrafish TRPN1-YFP, Fluo-8 calcium fluorescence; 100% = response to 87 µM carbachol;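 active = activation above its plate's cutoff, the mean activation of test wells on that plate plus 3 SD, cut at about 19% in these data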;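 also: 0% = DMSO alone and 100% = 87 µM carbachol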
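Assay system: Zebrafish TRPN1-YFP in HEK293 cells | Incubation: Dye loading 1 h at 37 °C, then 30 min room temperature | Measured by: Kinetic Fluo-8 fluorescence, ex 470-495, em 515-575 nm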
NPY1 pot ag = human NPY-Y1 potentiation or agonism, primary screen. P25929. NPY-Y1 expressing cells, potentiator/agonist activation. activation, % at 3.6 µM. actives 0.37% (n = 220,000); in the data active = activation above about 33%, passing the limit was not always enough;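 also: cells stimulated with NPY at EC10 then isoproterenol at EC100; 0% = low agonist plus stimulus and 100% = saturating agonist plus stimulus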
CHOP inhibitor = blocks CHOP induction under ER stress | CHO-K1 CHOP-promoter luciferase, tunicamycin-induced, 15-18 h | inhibition, % at 10 µM | actives 3.8% (n = 220,000);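 active = compounds that reduced the stress-induced luciferase reporter signal by more than about 70% of percent inhibition, limit read from the data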;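 also: 0% = tunicamycin plus vehicle and 100% = wells without tunicamycin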
14-3-3 Bad PPI = disrupts binding of bovine 14-3-3 zeta to phospho-Bad peptide; TR-FRET 14-3-3zeta/Dy647-pBad peptide displacement, 1 h; inhibition, % at 21.7 µM; actives 0.71% (n = 220,000);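 active = inhibition above about 70%, limit read from the data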;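 also: 0% = full 14-3-3 plus peptide FRET controls and 100% = background without 14-3-3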
Target sequence (P63103 whole entry, looked up): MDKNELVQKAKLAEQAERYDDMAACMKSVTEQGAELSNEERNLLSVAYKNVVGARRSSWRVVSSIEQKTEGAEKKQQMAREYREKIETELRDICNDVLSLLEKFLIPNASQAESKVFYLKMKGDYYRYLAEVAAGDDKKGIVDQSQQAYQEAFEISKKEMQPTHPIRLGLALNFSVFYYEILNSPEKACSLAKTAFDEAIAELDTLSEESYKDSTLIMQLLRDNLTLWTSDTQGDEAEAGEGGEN
PPC-1+TRAIL kill = compounds killing PPC-1 cancer cells with TRAIL present (potentiator screen, no TRAIL-free arm) | PPC-1 cells + TRAIL, ATPLite viability luminescence | actives 0.41% (n = 220,000) | AID 1443 | cell killing (% activity), % at 4 µM;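 active = cell killing above 50% in the first pass at 4 µM, then a duplicate retest at 5 µM averaging 50% or more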;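 also: plate controls were cells with TRAIL plus DMSO for no effect and medium-only wells lacking cells for full effect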
An asterisk follows results filed as active; i = inactive; / = no result given; [ ] = dose if it differs, or a comment. This is a subset; the hit share may differ from the screen's.

Preview (five entries):
Results follow in this order: PPC-1+TRAIL kill, EP2 antag, 14-3-3 Bad PPI, NPY-Y1 antag, EP2 modulator, zfTRPN1 agonist, TRPML3 ag, CHOP inhibitor, NPY1 pot ag
> Cn1cnnc1Sc1ccc(C(=O)OCC(=O)NCC(F)(F)F)cc1[N+](=O)[O-]
  11, 9, -4, /, -19, 0.4, 0.6, 5, 7
> CCOc1ccc2nc(NC(=O)CSC3=NCCS3)sc2c1
  10, 13, 2, 4, 9, -0.6, 0.4, 41, -7
> Cc1ccc(S(=O)(=O)N2CCOCC2)cc1C(=O)OCC(=O)Nc1ccc2c(c1)OCO2
  4, 12, -4[fluorescence artefact?], 3, 17, 2.1, -0.5, 19, -14
> CSc1ccccc1NC(=O)CSc1n[nH]c(N)n1
  2, 3, 7, -3, -21, 0.7, 0.5, 2, 26
> O=C(NCc1ccc(F)cc1)C1CCC(=O)N1CCc1ccccc1 (centres undefined)
  -6, 11, 7, 3, 8, 0.6, -0.1, -19, -12

The whole of this part (from the top)
Results follow in this order: PPC-1+TRAIL kill, EP2 antag, 14-3-3 Bad PPI, NPY-Y1 antag, EP2 modulator, zfTRPN1 agonist, TRPML3 ag, CHOP inhibitor, NPY1 pot ag
> Cn1cnnc1Sc1ccc(C(=O)OCC(=O)NCC(F)(F)F)cc1[N+](=O)[O-]
  11, 9, -4, /, -19, 0.4, 0.6, 5, 7
> CCOc1ccc2nc(NC(=O)CSC3=NCCS3)sc2c1
  10, 13, 2, 4, 9, -0.6, 0.4, 41, -7
> Cc1ccc(S(=O)(=O)N2CCOCC2)cc1C(=O)OCC(=O)Nc1ccc2c(c1)OCO2
  4, 12, -4[fluorescence artefact?], 3, 17, 2.1, -0.5, 19, -14
> CSc1ccccc1NC(=O)CSc1n[nH]c(N)n1
  2, 3, 7, -3, -21, 0.7, 0.5, 2, 26
> O=C(NCc1ccc(F)cc1)C1CCC(=O)N1CCc1ccccc1 (centres undefined)
  -6, 11, 7, 3, 8, 0.6, -0.1, -19, -12
> Cc1cccc(OCCCCCn2ccnc2)c1
  14, 4, 70[fluorescence artefact?], 2, 2, 1.1, -0.5, 30, -14
> Cc1nc(NCC2CCCO2)c2oc3ccccc3c2n1 (centres undefined)
  -2, 7, 43, -1, -26, -0.1, 0.3, 15, -4
> Cc1cc(C)n(CC2CC(=O)N(c3ccc(C)c(Cl)c3)C2=O)n1 (centres undefined)
  4, 2, 2[fluorescence artefact?], 2, 14, -1.4, -0.9, 0, -19
> CCN=c1scc(C)n1/N=C/c1ccc(O)c(O)c1O
  20, 4, -1, -4, -16, 2.0, -0.2, 10, 0
> CCNC(=S)NNC(=O)c1cc(-c2cccc(C)c2)nc2ccccc12
  66*[5 µM], 8, i[fluorescence artefact?], 10, -8, 0.6, -0.4, 7, -3
> O=C(O)C1CCCN1C(=O)OCC1c2ccccc2-c2ccccc21 (centres undefined)
  8, 6, 2, /, -8, -2.5, -0.1, 13, -5
> CC(C)(C)S(=O)(=O)c1ccccc1C(=O)O
  -1, 12, -1, 0, 1, 0.7, 1.2, -15, 2
> COc1ccccc1NC(=O)C(C)N1CCN(C/C=C/c2ccccc2)CC1 (centres undefined)
  -2, 9, -5, 18, -10, -1.5, 0.3, 35, -45
> Cc1ccc(S(=O)(=O)N[C@H](C(=O)N2CCC(C(=O)N3CCC[C@H]3C(=O)O)CC2)C(C)C)cc1
  17, 13, -3, 6, 16, 0.0, 0.4, 15, -17
> CCOC(=O)c1cn2nc(N3CCCC3)ccc2n1
  31, 6, 0, /, -34, 0.6, 0.8, 19, 10
> Cc1ccc(OCC(O)CN2CCN(c3ccccn3)CC2)c(C)c1 (centres undefined)
  3, 6, 7, 12, -44, -0.4, 0.7, 1, -18
> COc1cccc2cc(C(C)N(CCCN3CCOCC3)C(=O)Nc3ccccc3)oc12 (centres undefined)
  3, 8, 10, 1, -15, -1.3, -0.2, -9, -1
> Cc1nc2ccccc2c2oc(C(=O)N3CCN(C4CCCCC4)CC3)cc12
  20, 2, 7[fluorescence artefact?], 1, -7, 2.0, -0.3, 57, 5
> CN(C)/C=C1\C=C(c2ccccc2)OC1=O
  1, 14, -6[fluorescence artefact?], 2, -11, 0.7, 0.6, 6, 10
> COc1ccc2c(c1)CCCC21NC(=O)N(CC(=O)NC(=O)NCc2ccccc2)C1=O (centres undefined)
  22, 6, -24, -4, 27, 1.4, 0.6, 21, 18
> Nc1nccc(-c2ccc(-n3cccc3)cc2)n1
  29, 7, -3, 2, -13, -1.4, 0.6, -4, 14
> CCCN(CCC)C(=O)c1ccc2c(=O)n(Cc3ccco3)c(=S)[nH]c2c1
  31, 7, -10, -1, 14, -0.5, 1.1, 8, 4
> CCOc1ccc(OCC)c(NC(=O)C2COc3ccccc3O2)c1 (centres undefined)
  14, 13, -22, 11, 30, 0.2, -0.3, 21, -21
> CCOc1ccccc1NC(=O)c1ccoc1C
  17, 4, 3, 1, 33, -0.4, 0.7, 2, 9
> COc1ccc(CNC(=O)Cn2nnc3ccccc3c2=O)cc1
  -8, 10, -2, /, 7, 1.0, 0.8, -7, 15
> CSc1ccccc1NC(=O)CN(C)Cc1cccc(Cl)c1
  2, 6, 72*, 2, 66*, -1.6, 0.2, 39, -7
> O=[N+]([O-])c1ccccc1/C=N/n1c(-c2cccnc2)n[nH]c1=S
  19, 4, 0, -2, 11, 1.8, 1.2, 0, -12
> COCCNC(=O)CNC(=S)N(Cc1ccccc1)Cc1cccnc1
  17, 6, -22, 5, 21, 1.1, 0.6, -2, -11
> COc1ccc(/C(C)=N\Nc2nc(-c3ccccc3)cc(=O)[nH]2)cc1
  3, 6, -11[fluorescence artefact?], 6, -24, -0.4, 0.1, 11, 8
> CSCCC(NC(=O)OC(C)(C)C)C(=O)NC(C(=O)NC(CC(C)C)C(N)=O)C(C)C (centres undefined)
  6, 8, -13[fluorescence artefact?], 4, 12, -0.4, -0.8, 29, 21
> CSc1nc(SCC(=O)NCC2CCCO2)c2c3c(sc2n1)CN(C)CC3 (centres undefined)
  -16, 10, 12, /, 3, 1.2, 0.9, -8, -7
> C=CCn1c(O)c(N=NC(=O)C(O)c2ccccc2)c2ccccc21 (centres undefined)
  0, 10, -1, /, 22, -0.5, -0.5, 12, 7
> CNc1nc(SC)nc2ccsc12
  6, 11, -3, 2, 0, -1.4, 0.1, 9, 20
> Cc1nn(-c2ccccc2)c(C)c1/C=C/C(=O)OCC(=O)Nc1ncc(C(F)(F)F)cc1Cl
  13, 7, 13[fluorescence artefact?], 2, 4, -1.2, 1.0, 25, -30
> CCc1noc(C)c1C(=O)N1CCCC(C(=O)c2cc(F)ccc2OC)C1 (centres undefined)
  -9, 6, -8, 8, 18, -0.3, 1.0, 1, -11
> Cc1cc(N2C(=O)C(=O)/C(=C(/O)c3ccc(Cl)cc3)C2c2cccc(Br)c2)no1 (centres undefined)
  11, 21, 52, 5, 25, 0.2, 0.7, 6, -3
> COC(=O)c1ccc(C(=O)OC)c(NC(=O)COC(=O)C2CCC(C(C)(C)C)CC2)c1 (centres undefined)
  -1, 6, -2, 5, 50, 1.1, -0.3, 39, -2
> CCn1c(CNc2ccccc2Cl)nnc1SCC(=O)OC1CCCCC1
  -6, 13, -7, 5, 6, 3.0, -0.7, 36, 8
> COC(=O)c1c(NC(=O)C2c3ccccc3Oc3ccccc32)sc(C)c1C
  3, 4, -5, -2, 20, 1.0, 0.0, 43, -28
> Cc1ccccc1NC(=O)CN1C(=O)C2C3CC(C(Br)C3Br)C2C1=O (centres undefined)
  -6, 10, 18[fluorescence artefact?], -1, 3, 0.1, 1.4, 21, 13

EP2 modulator, what is marked active above
Molecule	14-3-3 Bad PPI	NPY-Y1 antag	EP2 modulator	TRPML3 ag	CHOP inhibitor	NPY1 pot ag
CSc1ccccc1NC(=O)CN(C)Cc1cccc(Cl)c1	72*	2	66*	0.2	39	-7

Remaining list, next part
Results follow in this order: PPC-1+TRAIL kill, EP2 antag, 14-3-3 Bad PPI, NPY-Y1 antag, EP2 modulator, zfTRPN1 agonist, TRPML3 ag, CHOP inhibitor, NPY1 pot ag
> CCOC(=O)CSC1=C(C#N)C(c2ccccc2)C(C(C)=O)=C(C)N1 (centres undefined)
  20, 6, -5, 3, 3, 1.2, 0.1, 11, -9
> CCOc1cc(Cl)c(NC(=O)c2ccco2)cc1OCC
  16, 10, 9, 3, 28, -0.1, 0.1, -27, -8
> O=C(Nc1ccc(F)cc1)Nc1ccccc1F
  25, 5, 4, -9, -39, 8.2, 5.0, -3, 14
> COc1ccc(NC(=S)Nc2ccc(C)c(Cl)c2)cc1OC
  18, 7, -6, -2, -48, 0.2, 0.8, 13, 2
> O=C(Cn1cnc2c(cnn2-c2ccccc2)c1=O)OCc1ccccc1
  9, 5, 2, 12, -11, 2.2, 0.2, 27, -54
> Cc1nc(SCC(=O)Nc2ccccc2C(F)(F)F)c2c(=O)n(C)c(=O)n(C)c2n1
  /, /, /, 5, /, 0.4, 0.5, /, 8
> CC(C)(C)C(=O)CSc1nc(N)cc(=O)[nH]1
  6, 5, 4, -3, 1, 0.4, 0.7, 7, -2
> CCC(CC)C(=O)Nc1cc(Cl)ccc1C
  -21, 9, -4, 1, 8, -1.4, -0.3, 14, -1
> O=S(=O)([O-])CCC[n+]1c(SCCCS(=O)(=O)O)sc2ccc(Cl)cc21
  -15, 6, 92*[fluorescence artefact?], -1, 7, -0.1, 0.4, 34, 8
> O=C(NCc1cccnc1)C1c2ccccc2C(=O)N1C1CCCCCC1 (centres undefined)
  2, /, -6, 0, -6, 1.9, 0.5, 6, 15
> Cc1cn(-c2ccccc2)c(C)c1/C=N\Nc1nc(N2CCOCC2)nc(N2CCOCC2)n1
  -1, 11, -12, 1, 7, 2.9, -0.2, 39, -6
> N/C(=N\c1nc2ccccc2o1)NC(=O)C(Cc1ccccc1)N1C(=O)c2ccccc2C1=O (centres undefined)
  6, 9, -9, -3, 8, 1.2, 0.3, 14, -9
> COCCCN1C(=O)c2ccc(C(=O)Nc3ccc(OC)cc3OC)cc2C1=O
  -4, 11, 5, 8, 10, -0.1, 0.8, 2, -8
> O=[N+]([O-])c1ccc(C2CCCC/C2=N/OCc2ccccc2F)c([N+](=O)[O-])c1 (centres undefined)
  5, 12, -9, 21*, 7, -0.4, 0.1, 57, -34
> Cc1nn(Cc2ccccc2)c(=O)c2nn(-c3ccc(Cl)cc3)c(C)c12
  26, 9, -8[fluorescence artefact?], 2, 46, -2.4, -0.1, 28, 4
